# Compound activity (PubChem)
# PAD4 inh = blocks human protein arginine deiminase 4; Q9UM07; recombinant PAD4, RCA probe fluorescence polarization; inhibition, % at 6.36 µM; hit rate 0.41% among 330,000; AID 485272;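 active means percent inhibition above a cutoff equal to the mean of all tested compounds plus 3 SD, cut at about 15% in these data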;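 further: 0% = PAD4 with RCA probe and DMSO and 100% = probe without PAD4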
# LYPLA1 inh = LYPLA1 (human) inhibition in PME1 counter-screen. O75608. recombinant LYPLA1, FP-Rh probe fluorescence polarization. inhibition, % at 5.9 µM. hit rate 0.16% among 320,000;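 active means inhibition above the mean of all tested compounds plus 3 SD, set per campaign, cut at about 14% in these data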;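 further: inhibitors block serine hydrolase probe labeling of LYPLA1 so polarization falls; 0% = enzyme with DMSO and 100% = wells lacking LYPLA1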
# pPAFAH FP inh = inhibitors of human plasma PAF acetylhydrolase (pPAFAH); AID 463082; recombinant pPAFAH, FP-rhodamine probe fluorescence polarization; hit rate 1.5% among 330,000; inhibition, % at 3.39 µM;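 active means inhibition above the mean inhibition across the screen plus 3 SD, cut at about 25% in these data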;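 further: inhibitors block binding of the rhodamine activity-based probe so polarization drops; 0% = enzyme with DMSO and 100% = wells lacking pPAFAH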
# Target sequence (Q13093 whole entry, looked up): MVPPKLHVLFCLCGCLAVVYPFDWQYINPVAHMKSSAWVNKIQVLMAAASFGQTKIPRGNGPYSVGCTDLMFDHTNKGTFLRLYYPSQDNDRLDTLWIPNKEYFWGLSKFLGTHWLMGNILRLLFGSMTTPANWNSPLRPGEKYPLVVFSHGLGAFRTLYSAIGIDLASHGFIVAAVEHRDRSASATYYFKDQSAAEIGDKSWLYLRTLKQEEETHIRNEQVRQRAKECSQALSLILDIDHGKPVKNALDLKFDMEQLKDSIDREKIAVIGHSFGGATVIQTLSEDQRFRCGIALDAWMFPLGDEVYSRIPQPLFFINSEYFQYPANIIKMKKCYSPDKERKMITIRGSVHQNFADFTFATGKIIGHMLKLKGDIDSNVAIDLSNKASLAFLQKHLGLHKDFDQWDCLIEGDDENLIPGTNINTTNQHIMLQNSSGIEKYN
# PAFAH1B3 FP inh = blocks human PAF acetylhydrolase 1B catalytic subunit 3 | recombinant PAFAH1B3, FP-rhodamine probe, fluorescence polarization | inhibition, % at 3.39 µM | hit rate 0.28% among 340,000;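 active means inhibition above the screen-wide average of all tested compounds plus 3 SD, cut at about 25% in these data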;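 further: 0% = enzyme with DMSO only and 100% = wells lacking PAFAH1B3 protein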
# LYPLA2 counter = LYPLA2 (human) inhibition in PME1 counter-screen; O95372; recombinant LYPLA2, FP-Rh probe fluorescence polarization; inhibition, % at 5.9 µM; hit rate 0.38% among 320,000; AID 2177;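 active means inhibition above the screen-wide mean plus 3 SD, limit set per campaign, cut at about 26% in these data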;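 further: 0% = LYPLA2 with DMSO and 100% = wells lacking LYPLA2 enzyme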
# Target sequence (O95372 whole entry, looked up): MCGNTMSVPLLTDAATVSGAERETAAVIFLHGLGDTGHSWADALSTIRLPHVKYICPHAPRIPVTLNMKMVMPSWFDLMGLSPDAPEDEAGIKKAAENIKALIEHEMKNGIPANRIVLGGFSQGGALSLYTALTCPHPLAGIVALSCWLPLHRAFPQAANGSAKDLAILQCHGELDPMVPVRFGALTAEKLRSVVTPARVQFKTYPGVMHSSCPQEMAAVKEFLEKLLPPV
# PAFAH2 FP inh = inhibitors of human PAFAH2 | AID 492956 | hit rate 0.99% among 340,000 | recombinant PAFAH2, FP-rhodamine activity probe, fluorescence polarization | inhibition, % at 3.39 µM;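 active means inhibition above the mean over all tested compounds plus 3 SD, cut at about 30% in these data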;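 further: inhibitors block probe labeling of enzyme so polarization drops; 0% = enzyme with DMSO and 100% = wells lacking PAFAH2 protein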
# PREPL inhibitor = inhibits the human prolyl oligopeptidase-like enzyme | recombinant PREPL, fluorescence polarization activity-based probe | inhibition, % at 5.96 µM | hit rate 0.68% among 320,000; in the data active means inhibition above about 43%;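 further: 0% = enzyme with DMSO and 100% = wells lacking enzyme; many of its hits are not listed in these tables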
# PAFAH1B2 inh = inhibitors of human PAFAH1B2; hit rate 1.2% among 340,000; P68402; recombinant PAFAH1B2, FP-rhodamine activity probe, fluorescence polarization; AID 492953; inhibition, % at 3.39 µM;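 active means inhibition above the mean of all tested compounds plus 3 SD, cut at about 24% in these data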;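 further: 0% = enzyme with DMSO and 100% = wells lacking PAFAH1B2; many of its hits are not listed in these tables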
# GSTO1 counter = blocks human GSTO1 in RBBP9 counter-screen; hit rate 1.1% among 300,000; inhibition, % at 5.96 µM; recombinant GSTO1, activity-based probe fluorescence polarization; P78417;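 active means inhibition above the campaign mean inhibition plus 3 SD, cut at about 35% in these data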;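 further: 0% = GSTO1-1 with DMSO and 100% = wells lacking GSTO1-1 enzyme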
# Target sequence (P78417 whole entry, looked up): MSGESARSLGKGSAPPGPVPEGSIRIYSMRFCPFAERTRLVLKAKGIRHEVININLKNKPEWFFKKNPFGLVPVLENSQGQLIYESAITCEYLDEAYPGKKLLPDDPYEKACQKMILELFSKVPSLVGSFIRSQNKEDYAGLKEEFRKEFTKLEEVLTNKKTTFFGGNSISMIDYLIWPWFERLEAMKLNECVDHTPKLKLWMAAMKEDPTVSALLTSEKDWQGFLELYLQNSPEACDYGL
# * hit, by the source's call; · = no result given. The list is partial (hit frequency here may not be typical).
SMILES,PAD4 inh,LYPLA1 inh,pPAFAH FP inh,PAFAH1B3 FP inh,LYPLA2 counter,PAFAH2 FP inh,PREPL inhibitor,PAFAH1B2 inh,GSTO1 counter
Cc1ccc(NC(=O)CCNC(=O)Nc2ccccc2)cc1S(=O)(=O)N(C)C,3,-3,4,3,2,-2,19,2,·
CC1CCc2c(C(=O)NCCCN3CCOCC3)csc2C1 (configuration not stated),-4,-1,8,0,1,10,-7,-3,0
CCOc1ccc(NC(=S)N2CCN(CCN3C(=O)c4cccc5cccc(c45)C3=O)CC2)cc1,1,3,-4,6,11,7,11,-2,6
COc1ccc(C(=O)Nc2cc3c(cc2N2CCOCC2)n(C)c(=O)n3C)cc1OC,1,4,4,4,6,-5,16,-2,6
O=C(c1ccccc1-c1nc(-c2ccc(Cl)cc2)no1)N1CCCC1,-6,-2,9,7,-5,17,29,-7,-3
C1CCC(Nc2nnnn2C2CCCCC2)CC1,2,2,7,8,5,-3,0,5,-3
CN(C)S(=O)(=O)c1ccc(N2CCCC2)c(C(=O)Nc2cccc(F)c2)c1,-4,-1,-2,6,-2,0,3,3,3
O=C(O)C1CSC(c2ccccc2Cl)N1C(=O)c1ccc(Cl)cc1 (configuration not stated),-2,2,0,-3,-2,-2,-7,-4,7
N#Cc1c(-c2ccccc2)nc(SCC(=O)Nc2ccccc2)[nH]c1=O,0,-4,-2,14,-1,-2,11,7,-8
Cc1ccc(Nc2ccc(-n3ccnc3)nn2)cc1C,-12,-1,5,10,-2,-3,26,1,-3
COCCNC(=S)N(CCc1c(C)[nH]c2ccc(Cl)cc12)Cc1cccnc1,2,6,13,6,2,-2,12,4,5
CN(Cc1cccs1)C(=O)CCNS(=O)(=O)c1ccc(Br)cc1,-2,5,4,14,0,10,4,32*,·
COC1CCN(C(=O)CC2C(=O)NCCN2CC2CCCCC2)CC1 (configuration not stated),-3,-2,-3,6,-6,5,9,6,-2
COc1ccc2[nH]c3c(c2c1)CCN1C(=O)C(CC(=O)NC/C=C(\C)CCC=C(C)C)C[C@H](C(=O)N2CCCCC2)[C@@]31C (some centres not stated),0,·,5,9,·,-5,·,4,·
COc1cc(/C=C2/SC(=S)N(CC(=O)O)C2=O)ccc1OCC(=O)Nc1ccc(C)c(C)c1,-1,3,3,10,2,8,17,7,-1
O=S(=O)(NCC(c1ccco1)N1CCOCC1)c1ccc(Cl)cc1 (configuration not stated),0,-1,5,-1,-8,26,-1,15,0
O=C(O)c1cc(/C=C/c2ccc(N3CCOCC3)cc2)nc2ccccc12,-1,1,5,4,6,6,12,2,5
COc1ccc(C2C(C(N)=O)=C(C)Nc3nc(-c4cccc(Cl)c4)nn32)cc1OC (configuration not stated),-4,-4,2,6,-8,6,21,7,2
CS(=O)(=O)Nc1nnc(SCC(=O)Nc2cccc([N+](=O)[O-])c2)s1,2,-2,3,4,-1,-2,-1,2,3
Clc1ccc2nc3ccccn3c2c1,-5,0,12,-1,-4,-1,3,-4,3
COc1ccc(OCC(=O)Nc2ccc(S(=O)(=O)Nc3nc(C)cc(C)n3)cc2)cc1,2,2,3,2,10,-7,-10,-3,2
COc1ccc([N+](=O)[O-])cc1N(CC(=O)Nc1ccccc1C(=O)N1CCOCC1)S(C)(=O)=O,-8,-1,-1,3,-7,-3,9,-5,1
COc1ccc([C@H]2CC(=O)C=C(c3ccc(C(F)(F)F)c(C(F)(F)F)c3)C2)cc1OC,-2,1,-2,4,-1,4,4,3,·
COC(=O)[C@H](CC(C)C)N1Cc2cc(OC)cc(OC)c2-c2ccccc2S1(=O)=O,-1,·,6,6,·,-5,·,6,·
Cc1noc(C)c1C(=O)NCc1ccco1,2,-1,2,4,0,2,5,3,-2
CCOC(=O)c1cnc2c([N+](=O)[O-])cnn2c1C,3,-1,0,0,-1,-5,-5,2,-6
CCOC(=O)C1CN(S(=O)(=O)c2ccc(OC)cc2)c2cc(CC(=O)OC)ccc2O1 (configuration not stated),4,-8,-4,1,-9,4,12,0,4
CC(=O)Nc1ccc(S(=O)(=O)NCC2CCC(C(=O)NCCc3ccccc3)CC2)cc1 (configuration not stated),0,-1,7,2,4,7,1,-3,-3
O=C(Nc1ccccc1N1CCOCC1)C1CCN(S(=O)(=O)c2ccc(Cl)cc2)CC1,-3,3,0,-1,4,-3,6,19,8
CCOC(=O)N1CCN(C(=O)CN(C2CCCCC2)S(=O)(=O)c2ccc(Cl)cc2)CC1,-3,0,2,16,-1,-6,14,-3,3
O=C(c1ccsc1)N1CCCC(N2CCN(c3cccc(C(F)(F)F)c3)CC2)C1 (configuration not stated),3,3,5,-1,3,-2,13,0,-1
CCC(CC)C(=O)NCCc1cc2c(OC)ccc(OC)c2[nH]c1=O,-2,0,1,0,-6,1,-6,9,-4
O=C(Nc1ccc(Cl)cc1)NC1CCCCC1,3,-1,3,5,0,1,1,1,0
O=C(c1ccc([N+](=O)[O-])o1)N1CCc2ccccc21,-10,0,-4,8,-1,-3,20,-1,18
Cc1ccnc(NC(=O)C2CC(=O)N(c3ccc4c(c3)OCCO4)C2)c1 (configuration not stated),0,-3,1,-2,5,-2,3,-4,-1
CN(c1ccccc1)S(=O)(=O)c1cc(C(=O)N2CCN(c3ccccn3)CC2)ccc1Cl,-6,1,1,3,-3,-6,11,1,6

# Continued, overlapping the part above by three compounds.
SMILES,PAD4 inh,LYPLA1 inh,pPAFAH FP inh,PAFAH1B3 FP inh,LYPLA2 counter,PAFAH2 FP inh,PREPL inhibitor,PAFAH1B2 inh,GSTO1 counter
O=C(c1ccc([N+](=O)[O-])o1)N1CCc2ccccc21,-10,0,-4,8,-1,-3,20,-1,18
Cc1ccnc(NC(=O)C2CC(=O)N(c3ccc4c(c3)OCCO4)C2)c1 (configuration not stated),0,-3,1,-2,5,-2,3,-4,-1
CN(c1ccccc1)S(=O)(=O)c1cc(C(=O)N2CCN(c3ccccn3)CC2)ccc1Cl,-6,1,1,3,-3,-6,11,1,6
CCOc1ccc(NC(=O)NC23CC4CC(CC(C4)C2)C3)cc1,2,-1,7,3,1,2,-4,13,-1
Cc1cc(C(F)F)n2ncc(C(=O)NCc3ccccc3)c2n1,-1,2,0,-2,3,0,4,2,-1
CC(C)NC(=O)c1onc(CSc2ccc(F)cc2)c1C(=O)O,0,3,4,12,4,5,23,11,-7
CCc1nn2c(NCCOC)cc(C)nc2c1-c1ccc(F)cc1,-1,4,4,-1,3,7,12,0,9
O=C1N/C(=N\N=C\c2cccs2)SC1Cc1cccc(Cl)c1Cl (configuration not stated),0,0,7,2,6,6,4,7,1
O=C(C1CC1)N1CCc2cc(Br)cc(S(=O)(=O)NCC3COc4ccccc4O3)c21 (configuration not stated),1,-4,7,-5,2,3,-11,1,-13
O=C(CSc1ccccn1)c1ccc2c(c1)OCO2,2,0,-3,7,6,0,12,5,3
COc1cccc(CN2CCNC(=O)C2CC(=O)N(C)CCC2CCOCC2)c1OC (configuration not stated),-2,3,-1,8,7,5,7,5,-2
COCCNC(=O)C(c1ccc(F)cc1)N(C(=O)CCC(=O)Nc1ccccn1)C1CCCCC1 (configuration not stated),7,-1,0,7,3,2,-2,7,0
O=C(Nc1ccc(Oc2ccc(NC(=O)C3CCCO3)cc2)cc1)C1CCCO1 (configuration not stated),3,1,1,3,-1,14,1,1,-2
CC(CCc1ccccc1)NC(=O)CN1CCOc2ccccc21 (configuration not stated),1,5,4,4,4,9,-4,8,6
C1CCCN(CCCCN2CCCCCC2)CC1,3,-1,9,-2,-4,7,0,4,7
COc1ccc(/C=N\NC(=O)c2ccc(=O)[nH]n2)cc1O,-3,-2,2,1,-2,7,12,-1,-5
O=C1CCCN1CC(O)CS(=O)(=O)Cc1ccc(Cl)c(Cl)c1 (configuration not stated),0,-1,8,6,0,-2,5,8,5
O=C(c1ccc2c(c1)OCO2)N1CCC(Cc2ccccc2)CC1,-2,0,10,9,0,-5,37,5,3
CCCn1c(C)nc2cc(Cl)c(N3CCN(c4nc(-c5ccc(C)cc5)cs4)CC3)cc21,1,0,4,3,-2,-3,-1,-1,2
CCCCn1c(=NC(=O)c2cccnc2)c(C#N)cc2c(=O)n3cccc(C)c3nc21,3,4,-1,0,-2,14,-6,1,2
COc1cc(OC)cc(C(=O)NCC(=O)NC(C)CCc2ccccc2)c1 (configuration not stated),-6,-3,-1,0,-2,7,-3,2,4
Cc1ccc(C2=NN(CC(=O)NCc3cccnc3)C(=O)CC2)cc1,0,5,1,·,4,·,9,·,2
FC(F)(F)c1nc(SCc2ccccc2)n[nH]1,-2,-1,0,8,-1,0,1,2,2
CN(C)/C=N/C(=S)Nc1cc(Cl)cc(Cl)c1,-3,4,4,10,-1,-2,-6,3,2
Cc1ccc(S(=O)(=O)N/N=C\c2ccc3c(c2)OCO3)cc1,-1,1,2,1,4,5,-10,10,2
O=C(c1cccnc1)N1CCN(c2ccccc2Cl)CC1,-3,6,1,·,8,·,5,·,-4
Cc1[nH]c(C)c(S(=O)(=O)N2CCCCC2)c1C(=O)N1CCCCC1,1,-2,4,2,-8,3,-4,3,-1
O=C(CCn1c(=S)oc2ccccc21)N1CCCCC1,-4,2,0,4,4,2,-7,5,2
CC1CCCC(NC(=O)C2CCC(CNc3c(N4CCCCC4)c(=O)c3=O)CC2)C1C (configuration not stated),-1,-2,2,2,-7,3,1,-2,5
COc1ccnc(Oc2ccc(Cl)cc2)c1C#N,-2,1,4,2,3,1,-2,-5,7
COCCCNC(=O)c1cc2c(=O)n3cccc(C)c3nc2n(C(C)C)c1=N,1,1,-1,2,-3,-9,18,-1,1
CCN1CCN(C(=S)NC(=O)c2cccc(Br)c2)CC1,1,·,-2,6,·,2,12,5,·
Cc1cccc(N(C(=O)CNC(=O)c2cccs2)C(C(=O)NC2CCCC2)c2cccnc2)c1 (configuration not stated),-3,0,4,12,4,-1,12,1,0
CC(C)[C@H](NC(=O)c1ccccc1F)C(=O)OCCN1C(=O)c2ccccc2C1=O,-2,·,0,3,·,7,18,-3,·
COC(=O)Nc1ccc(S(=O)(=O)Nc2cnc3ccccc3n2)cc1,-3,-1,3,15,-5,4,2,6,4
CCOc1ccc(NC(=O)CSc2nnnn2C2CC2)cc1S(=O)(=O)N1CCCC1,-2,-3,2,-5,-5,-3,-3,-6,·
COc1ccc(NC(=O)c2ccco2)cc1NC(=O)c1ccccc1[N+](=O)[O-],0,0,5,5,8,-5,-7,-1,0
Cc1noc(C)c1CS(=O)(=O)Cc1ccc(Cl)cc1,-2,-1,8,·,-2,·,-1,·,3
COC(=O)c1ccccc1Nc1ccccc1,-1,3,4,3,-2,0,-7,-1,7
COCCn1nnnc1C(c1ccc(C(F)(F)F)cc1)N1CCOCC1 (configuration not stated),-4,-4,-2,2,0,1,3,0,2
Cc1ccc(-n2nnnc2SCC(=O)Nc2cccnc2Cl)cc1,5,4,0,1,8,5,6,5,5
Cc1ccc(CN2C(=O)CCC2C(=O)NC2CCCC2)cc1 (configuration not stated),-8,-1,-7,9,-15,7,-23,3,6
C(=N\Nc1ccc2nncn2n1)/c1ccccn1,2,-2,2,·,-4,·,-4,·,4
COc1ccc(S(=O)(=O)Nc2cc(S(=O)(=O)N3CCOCC3)ccc2OC)cc1,0,·,-1,13,·,4,16,11,·
CCOCCCn1c(=NC(=O)c2cccs2)c(C#N)cc2c(=O)n3ccccc3nc21,5,2,7,-10,3,0,10,-3,-5
CSc1nc2ccccc2n1Cc1cccc([N+](=O)[O-])c1,1,0,4,4,2,0,-2,0,-1
